Tn7 DDE FP = DD(E)-Tn7 binding inhibition, primary FP screen | P02675 | FP displacement of FITC-Tn7 peptide from fibrin DD(E); 0% = median of compound wells per plate | inhibition, % at 8.3 µM | hit rate 0.13% among 370,000 | AID 720508;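 active = inhibition above the mean of compounds falling within the control limits plus 3 SD of them, cut at about 14% in these data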;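 note: 0% = plate median of compound wells and 100% = 10 µM Aha-Tn7 peptide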
Target sequence (P02675 whole entry, looked up): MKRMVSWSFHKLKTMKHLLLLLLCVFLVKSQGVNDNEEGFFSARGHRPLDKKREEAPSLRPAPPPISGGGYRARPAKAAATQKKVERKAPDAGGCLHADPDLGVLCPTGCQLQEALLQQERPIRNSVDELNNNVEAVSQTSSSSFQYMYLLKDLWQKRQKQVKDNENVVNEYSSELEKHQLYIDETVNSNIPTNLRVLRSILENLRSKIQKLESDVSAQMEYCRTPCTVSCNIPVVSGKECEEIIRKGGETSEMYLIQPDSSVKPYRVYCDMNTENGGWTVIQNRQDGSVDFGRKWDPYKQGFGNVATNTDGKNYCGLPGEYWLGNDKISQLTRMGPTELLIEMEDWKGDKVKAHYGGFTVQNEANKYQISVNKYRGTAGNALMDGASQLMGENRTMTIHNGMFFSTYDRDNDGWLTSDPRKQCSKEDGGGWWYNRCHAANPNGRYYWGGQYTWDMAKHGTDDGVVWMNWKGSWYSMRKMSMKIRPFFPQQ
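system = human fibrin DD(E) protein | quantity = DD(E) 2 µM final | medium = Tris/NaCl/CaCl2 buffer, pH 7.8 | also added = labelled Tn7 tracer, 0.1 µM | compound dosing = single point at 8.3 µM | timing = compound with protein 10 min, then 3 h after probe, room temperature | signal = FP measurement | benchmarks = Aha-Tn7 high control | repeats = one replicate per compound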
PLC-gamma1 inh = PLC-gamma1 (human) inhibition, primary screen. P19174. purified PLC-gamma1, fluorogenic substrate, fluorescence. inhibition, % at 12.2 µM. hit rate 0.84% among 370,000. AID 720700; in the data active = inhibition above about 9.5%
MBD2 DNA inh = blocks human MBD2 binding to methylated DNA | TR-FRET, MBD2 binding to methylated oligonucleotide | hit rate 0.31% among 370,000 | Q9UBB5 | inhibition, % at 4.4 µM; in the data active = inhibition above about 13%
ADAM17 inh = ADAM17 inhibition, QFRET primary screen. recombinant ADAM17, EDANS/DABCYL FRET peptide cleavage. hit rate 0.83% among 370,000. P78536. AID 720648. inhibition, % at 6.95 µM;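 active = inhibition above the mean of compounds lying between control limits plus 3 SD, set per campaign, cut at about 8.5% in these data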;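 note: 0% = DMSO-only wells as the low control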
ARFGAP1 inh = inhibits rat ARF GTPase activating protein 1 | hit rate 0.26% among 360,000 | inhibition, % at 16.5 µM | AID 651572 | Arfgap1-stimulated ARF1 GTP hydrolysis, GDP FP detection;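 active = inhibition above a per-plate limit, mean inhibition of low control wells plus 3 SD, cut at about 25% in these data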;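 note: 0% = DMSO wells with enzyme and 100% = wells lacking Arfgap1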
Target sequence (Q62848 1-136 limits assumed): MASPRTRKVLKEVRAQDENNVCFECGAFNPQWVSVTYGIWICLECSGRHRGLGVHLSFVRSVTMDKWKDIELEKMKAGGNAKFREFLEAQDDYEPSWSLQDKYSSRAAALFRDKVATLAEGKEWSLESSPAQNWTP
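Material: rat Arfgap1 GAP domain (His6, aa 1-136), purified enzyme. Also added: human ARF1(Δ1-17)-GTP substrate. Compound dosing: 16.5 µM single point, 1.26% DMSO. Timing: enzyme reaction 120 min at 25 °C after 20 min preincubation. Signal: GDP detection by fluorescence polarization. Read-out basis: percent inhibition of GAP-stimulated GDP formation, scaled between DMSO and no-Arfgap1 medians.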
DDE Tn6 FP inh = disrupts Tn6 cyclic peptide binding to fibrin D-Dimer-E complex | P02675 | Fibrin DD(E) TRITC-Tn6 fluorescence polarization displacement | inhibition, % at 8.3 µM | hit rate 0.21% among 370,000;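 active = inhibition above a per-campaign cutoff: mean of compounds within control limits plus 3 SD, cut at about 15% in these data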;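 note: 0% = median of all compound wells on the plate and 100% = blocking peptide control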
KLK7 zymogen act = proKLK7 (human) activation, primary screen. P49862. purified proKLK7, EDANS-DABCYL substrate fluorescence; 100% is mature enzyme control, 0% vehicle. activation, % at 7 µM. hit rate 0.9% among 370,000;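 active = activation above the mean of all tested compounds plus 3 SD, computed per campaign excluding outliers beyond control limits, cut at about 13% in these data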
Target sequence (P49862 whole entry, looked up): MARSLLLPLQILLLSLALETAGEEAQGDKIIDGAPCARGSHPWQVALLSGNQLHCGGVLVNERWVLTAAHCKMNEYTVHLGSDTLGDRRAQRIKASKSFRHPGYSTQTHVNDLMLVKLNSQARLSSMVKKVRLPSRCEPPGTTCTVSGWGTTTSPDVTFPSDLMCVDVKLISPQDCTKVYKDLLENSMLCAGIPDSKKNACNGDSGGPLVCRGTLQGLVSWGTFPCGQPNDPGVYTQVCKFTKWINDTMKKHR
UHRF1 binding = UHRF1 methyl-DNA binding inhibition; UHRF1 binding to methylated oligo, TR-FRET; inhibition, % at 4.4 µM; Q96T88; AID 687016; hit rate 0.75% among 370,000; in the data active = inhibition above about 21%;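 note: UHRF1 SRA domain binding a hemimethylated CpG hairpin DNA probe; 0% = median of test compound wells and 100% = reference inhibitor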
PLCb3 inh = inhibitors of human phospholipase C beta3 | Q01970 | Purified PLC-beta3, fluorogenic substrate, fluorescence | inhibition, % at 12.2 µM | hit rate 0.18% among 370,000 | AID 720704; in the data active = inhibition above about 11%;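 note: 0% = median of compound wells on plate and 100% = full blocker control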
ASAP1 GAP inh = inhibitors of human ASAP1 ArfGAP activity; hit rate 0.19% among 360,000; ASAP1-stimulated ARF1 GTP hydrolysis, GDP FP detection; inhibition, % at 16.5 µM; Q9ULH1; AID 624377; in the data active = inhibition above about 25%;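 note: 0% = vehicle with enzyme and substrate and 100% = no enzyme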
Active calls of the source: *.

CN(Cc1ccccc1)C(=O)c1ccc(NC(=O)Cc2ccc(NC(=O)C3CCCN(C(=O)C4CCCC4)C3)cc2)cc1 (configuration not stated) was read as Tn7 DDE FP -4, PLC-gamma1 inh -1, MBD2 DNA inh -3, ADAM17 inh 3, ARFGAP1 inh 5, DDE Tn6 FP inh 7, KLK7 zymogen act 0.0, UHRF1 binding 0, PLCb3 inh 3 and ASAP1 GAP inh 1.
CCOC(=O)C1CCN(c2cc(C)nc3cc(-c4cccc(F)c4)nn23)CC1 was read as Tn7 DDE FP 1, PLC-gamma1 inh -27, MBD2 DNA inh 2, ADAM17 inh -11, ARFGAP1 inh -6, DDE Tn6 FP inh -6, KLK7 zymogen act -2.7, UHRF1 binding -1, PLCb3 inh -39 and ASAP1 GAP inh 6.
For COc1cccc(C2CC(c3cccs3)=NN2C(=O)CCC(=O)O)c1OC (configuration not stated) the results were Tn7 DDE FP 0, PLC-gamma1 inh -19, MBD2 DNA inh -2, ADAM17 inh -12, ARFGAP1 inh 0, DDE Tn6 FP inh -2, KLK7 zymogen act 0.4, UHRF1 binding 0, PLCb3 inh -38 and ASAP1 GAP inh 22.
`C=CCn1c(SCC(=O)c2[nH]c(C)c(C(C)=O)c2C)nnc1-c1ccncc1` gave Tn7 DDE FP 2, PLC-gamma1 inh -2, MBD2 DNA inh -4, ADAM17 inh -5, ARFGAP1 inh -1, DDE Tn6 FP inh 1, KLK7 zymogen act -0.4, UHRF1 binding -3, PLCb3 inh 1 and ASAP1 GAP inh -4.
`CN(C)S(=O)(=O)NC(=O)C1=C(N2CCCC2)COC1=O` gave Tn7 DDE FP 1, PLC-gamma1 inh 2, MBD2 DNA inh -1, ADAM17 inh 5, ARFGAP1 inh 7, DDE Tn6 FP inh 1, KLK7 zymogen act 0.6, UHRF1 binding 2, PLCb3 inh 8 and ASAP1 GAP inh 14.
For C/C(=N\NC(=O)C(N)=O)c1ccc(Br)cc1 the results were Tn7 DDE FP 2, PLC-gamma1 inh 0, MBD2 DNA inh -1, ADAM17 inh -2, ARFGAP1 inh -7, DDE Tn6 FP inh 3, KLK7 zymogen act -0.7, UHRF1 binding 0, PLCb3 inh 2 and ASAP1 GAP inh 2.
Cc1ccc(NC(=O)CSc2nnc3n2CCCCC3)cc1 was read as Tn7 DDE FP -6, PLC-gamma1 inh 2, MBD2 DNA inh -7, ADAM17 inh 6, ARFGAP1 inh -6, DDE Tn6 FP inh 7, KLK7 zymogen act -0.5, UHRF1 binding -1, PLCb3 inh 3 and ASAP1 GAP inh -1.
Cc1c(C(=O)Nc2nc3ccccc3[nH]2)oc2ccc(Br)cc12 was read as Tn7 DDE FP 6, PLC-gamma1 inh -13, MBD2 DNA inh 3, ADAM17 inh -4, ARFGAP1 inh 7, DDE Tn6 FP inh -4, KLK7 zymogen act -0.7, UHRF1 binding 2, PLCb3 inh -14 and ASAP1 GAP inh 11.
C=CCn1c(=O)[nH]c2cc(C(=O)N3CCN(c4cc(C)ccc4C)CC3)ccc2c1=O was read as Tn7 DDE FP 2, PLC-gamma1 inh -7, MBD2 DNA inh 5, ADAM17 inh -2, ARFGAP1 inh 8, DDE Tn6 FP inh 0, KLK7 zymogen act -0.2, UHRF1 binding 1, PLCb3 inh -10 and ASAP1 GAP inh -9.
For C[C@@H]1CN([C@H](C)CO)C(=O)c2cc(C#CC3CCCCC3)cnc2O[C@H]1CN(C)Cc1cccnc1 the results were Tn7 DDE FP 6, PLC-gamma1 inh 2, MBD2 DNA inh 9, ADAM17 inh 0, ARFGAP1 inh 11, DDE Tn6 FP inh -5, KLK7 zymogen act 1.1, UHRF1 binding 23*, PLCb3 inh -3 and ASAP1 GAP inh -6.
For CCc1c(C)sc(NC(=S)NC(C)C2CCCO2)c1C(=O)OC (configuration not stated) the results were Tn7 DDE FP -1, PLC-gamma1 inh -1, MBD2 DNA inh 3, ADAM17 inh 1, ARFGAP1 inh 10, DDE Tn6 FP inh 6, KLK7 zymogen act 0.0, UHRF1 binding -1, PLCb3 inh -3 and ASAP1 GAP inh 7.
For CCCc1cc(=O)oc2c(C)c(OCC(=O)Nc3ccccn3)ccc12 the results were Tn7 DDE FP 3, PLC-gamma1 inh -3, MBD2 DNA inh 3, ADAM17 inh -12, ARFGAP1 inh -6, DDE Tn6 FP inh 3, KLK7 zymogen act -0.7, UHRF1 binding -3, PLCb3 inh -5 and ASAP1 GAP inh 2.
For Cc1nc(CS(=O)(=O)c2ccccn2)sc1C(=O)NNC(=O)c1ccccc1 the results were Tn7 DDE FP 4, PLC-gamma1 inh -3, MBD2 DNA inh -5, ADAM17 inh -3, ARFGAP1 inh -6, DDE Tn6 FP inh 4, KLK7 zymogen act 0.5, UHRF1 binding -2, PLCb3 inh -9 and ASAP1 GAP inh 1.
`CCn1cc(C(=O)N(C)Cc2ccc(OC(F)F)cc2)c(=O)c2ccc(C)nc21` gave Tn7 DDE FP -5, PLC-gamma1 inh 3, MBD2 DNA inh 1, ADAM17 inh -2, ARFGAP1 inh 6, DDE Tn6 FP inh -2, KLK7 zymogen act 0.4, UHRF1 binding 2, PLCb3 inh -4 and ASAP1 GAP inh 10.
Screening CCc1ccc(C(C(=O)NC2CCCC2)N(CCOC)C(=O)CCC(=O)Nc2cc(C)on2)cc1 (configuration not stated) returned Tn7 DDE FP 5, PLC-gamma1 inh -2, MBD2 DNA inh 4, ADAM17 inh -3, ARFGAP1 inh -2, DDE Tn6 FP inh -2, KLK7 zymogen act 0.7, UHRF1 binding 1, PLCb3 inh -11 and ASAP1 GAP inh -10.
For Cc1cc(NC(=O)CS(=O)(=O)c2cn(Cc3cccc(C(F)(F)F)c3)c3ccccc23)no1 the results were Tn7 DDE FP 2, PLC-gamma1 inh -1, MBD2 DNA inh -4, ADAM17 inh -2, ARFGAP1 inh 12, DDE Tn6 FP inh -3, KLK7 zymogen act -0.2, UHRF1 binding -1, PLCb3 inh -3 and ASAP1 GAP inh -1.
Screening Cn1c(CNC(=O)C(Cc2ccccc2)NC(=O)c2ccccc2)cc(=O)n(C)c1=O (configuration not stated) returned Tn7 DDE FP -2, PLC-gamma1 inh 0, MBD2 DNA inh 0, ADAM17 inh -5, ARFGAP1 inh 7, DDE Tn6 FP inh -6, KLK7 zymogen act 0.0, UHRF1 binding 2, PLCb3 inh -7 and ASAP1 GAP inh -1.
`O=C(Cc1cccs1)Nc1ccc(C(=O)O)cc1` gave Tn7 DDE FP 0, PLC-gamma1 inh 2, MBD2 DNA inh 0, ADAM17 inh -5, ARFGAP1 inh -8, DDE Tn6 FP inh -3, KLK7 zymogen act 0.0, UHRF1 binding -2, PLCb3 inh 1 and ASAP1 GAP inh -10.
For Cc1c(C(=O)NC2CCC(C)CC2)oc2ccccc12 (configuration not stated) the results were Tn7 DDE FP -3, PLC-gamma1 inh -3, MBD2 DNA inh 0, ADAM17 inh 2, ARFGAP1 inh -8, DDE Tn6 FP inh -5, KLK7 zymogen act 0.2, UHRF1 binding 1, PLCb3 inh -8 and ASAP1 GAP inh 0.
Screening Cn1c(-c2ccccc2)c(Sc2ccccc2)c2cc(-c3ccc4[nH]ccc4c3)ccc21 returned Tn7 DDE FP -6, PLC-gamma1 inh -42, MBD2 DNA inh 6, ADAM17 inh -22, ARFGAP1 inh 8, DDE Tn6 FP inh -2, KLK7 zymogen act 0.2, UHRF1 binding 0, PLCb3 inh -49 and ASAP1 GAP inh -3.

Compounds shown so far that have a halogen, in the order listed:
CCOC(=O)C1CCN(c2cc(C)nc3cc(-c4cccc(F)c4)nn23)CC1 was read as Tn7 DDE FP 1, PLC-gamma1 inh -27, MBD2 DNA inh 2, ADAM17 inh -11, ARFGAP1 inh -6, DDE Tn6 FP inh -6, KLK7 zymogen act -2.7, UHRF1 binding -1, PLCb3 inh -39 and ASAP1 GAP inh 6.
For C/C(=N\NC(=O)C(N)=O)c1ccc(Br)cc1 the results were Tn7 DDE FP 2, PLC-gamma1 inh 0, MBD2 DNA inh -1, ADAM17 inh -2, ARFGAP1 inh -7, DDE Tn6 FP inh 3, KLK7 zymogen act -0.7, UHRF1 binding 0, PLCb3 inh 2 and ASAP1 GAP inh 2.
Cc1c(C(=O)Nc2nc3ccccc3[nH]2)oc2ccc(Br)cc12 was read as Tn7 DDE FP 6, PLC-gamma1 inh -13, MBD2 DNA inh 3, ADAM17 inh -4, ARFGAP1 inh 7, DDE Tn6 FP inh -4, KLK7 zymogen act -0.7, UHRF1 binding 2, PLCb3 inh -14 and ASAP1 GAP inh 11.
`CCn1cc(C(=O)N(C)Cc2ccc(OC(F)F)cc2)c(=O)c2ccc(C)nc21` gave Tn7 DDE FP -5, PLC-gamma1 inh 3, MBD2 DNA inh 1, ADAM17 inh -2, ARFGAP1 inh 6, DDE Tn6 FP inh -2, KLK7 zymogen act 0.4, UHRF1 binding 2, PLCb3 inh -4 and ASAP1 GAP inh 10.
For Cc1cc(NC(=O)CS(=O)(=O)c2cn(Cc3cccc(C(F)(F)F)c3)c3ccccc23)no1 the results were Tn7 DDE FP 2, PLC-gamma1 inh -1, MBD2 DNA inh -4, ADAM17 inh -2, ARFGAP1 inh 12, DDE Tn6 FP inh -3, KLK7 zymogen act -0.2, UHRF1 binding -1, PLCb3 inh -3 and ASAP1 GAP inh -1.

Screening results deposited in PubChem BioAssay by The Scripps Research Institute Molecular Screening Center.

Rows are unselected (roughly 4.1% active in at least one column).
